D2 agonist: HTS Assay for Allosteric Agonists of the Human D2 Dopamine Receptor: Primary Screen for Agonists; AID 485358, 2010; activation, % at 2 µM; hit rate 0.53% among 340,000; HEK293 T-REx D2 cells, calcium flux agonist mode; D(2) dopamine receptor (Homo sapiens), P14416;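 active = activation over 3 SD above normal in the single-dose calcium agonist read, cut at about 30% in these data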; also: 0% is about no effect
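Agonism is scored from calcium flux in a force-coupled, inducible HEK293 cell line expressing D2, read kinetically for 180 s after compound addition against dopamine controls.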
RXFP1 antag: qHTS Assay for Antagonists of the Relaxin Receptor RXFP1. HEK293-RXFP1, relaxin-stimulated cAMP HTRF, 30 min; active compounds read low. activity change, negative = inhibition, % at 57.5 µM. hit rate 0.59% among 350,000. Relaxin receptor 1 (Homo sapiens), Q9HBX9;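 active = activity change of -60% or lower, but not beyond a set lower limit; inconclusive = change between -60% and -40%, or beyond the set limit; inactive = change above -40%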; also: % is scaled to controls: 0 for no effect and ±100 for the full control effect
TRHR PAM: qHTS for Small Molecule Agonists and Allosteric Enhancers of Human TRH Receptor: Primary Screen for Enhancers. hit rate 0.66% among 360,000. Thyrotropin-releasing hormone receptor (Homo sapiens), P34981. TRHR cells, fluo-8 calcium fluorescence, EC20 TRH enhancement. enhancement, % at 2 µM; in the data active = enhancement above about 30%; also: 0% is about no effect
Target sequence (P34981 whole entry, looked up): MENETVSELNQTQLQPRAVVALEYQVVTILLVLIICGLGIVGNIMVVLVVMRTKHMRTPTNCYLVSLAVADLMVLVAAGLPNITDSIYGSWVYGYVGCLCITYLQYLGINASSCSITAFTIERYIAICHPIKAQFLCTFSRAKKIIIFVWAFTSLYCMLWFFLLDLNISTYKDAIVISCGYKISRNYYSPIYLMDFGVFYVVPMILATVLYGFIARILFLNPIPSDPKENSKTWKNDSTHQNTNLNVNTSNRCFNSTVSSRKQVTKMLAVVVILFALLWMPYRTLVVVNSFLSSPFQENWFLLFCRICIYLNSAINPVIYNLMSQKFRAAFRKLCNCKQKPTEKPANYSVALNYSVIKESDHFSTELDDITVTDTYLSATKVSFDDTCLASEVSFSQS
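TRHR-expressing cells loaded with fluo-8 calcium dye were read kinetically (ex 480/em 530) during compound addition, then stimulated with an EC20 of TRH (10 nM final). Enhancement of the Gq-mediated intracellular calcium response was scored.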
D1 antagonist: Antagonist of Human D 1 Dopamine Receptor: qHTS. D(1A) dopamine receptor (Homo sapiens), P21728. HEK293 TREx D1 cells, calcium flux, dopamine EC80; active compounds read low. activity change, negative = inhibition, % at 10 µM. hit rate 3.2% among 360,000. AID 504652, 2011; in the data active = activity change below about -30%; also: % is scaled to controls: 0 for no effect and ±100 for the full control effect
Target sequence (P21728 whole entry, looked up): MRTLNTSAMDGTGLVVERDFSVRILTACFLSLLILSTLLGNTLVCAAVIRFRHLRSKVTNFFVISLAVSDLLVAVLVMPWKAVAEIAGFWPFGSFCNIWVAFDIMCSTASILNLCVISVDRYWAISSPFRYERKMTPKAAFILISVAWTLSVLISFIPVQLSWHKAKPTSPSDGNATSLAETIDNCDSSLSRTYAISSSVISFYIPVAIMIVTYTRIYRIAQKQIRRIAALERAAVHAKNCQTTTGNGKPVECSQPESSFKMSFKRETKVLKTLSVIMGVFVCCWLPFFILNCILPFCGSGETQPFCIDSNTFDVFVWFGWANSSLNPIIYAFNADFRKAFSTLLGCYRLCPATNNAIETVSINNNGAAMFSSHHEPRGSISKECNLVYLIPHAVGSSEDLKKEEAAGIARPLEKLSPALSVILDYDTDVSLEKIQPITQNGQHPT
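Tetracycline-induced HEK293 Trex D1 cells, force-coupled to calcium, dye-loaded; compounds added and read 180 s, then EC80 dopamine added and calcium flux tracked kinetically another 180 s.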
D2 antagonist: HTS Assay for Allosteric Antagonists of the Human D2 Dopamine Receptor: Primary Screen for Antagonists. HEK293 TREx D2 cells, calcium flux, dopamine EC80. D(2) dopamine receptor (Homo sapiens), P14416. inhibition, % at 10 µM. hit rate 2% among 340,000; in the data active = inhibition above about 30%; also: 0% is about no effect
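Tetracycline-induced HEK293 TREx cells expressing D2 receptor forced-coupled to calcium signalling, loaded with no-wash calcium dye. Compounds added and calcium flux read 180 s, then dopamine added at EC80 and read a further 180 s.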
D1 ag: Allosteric Agonists of the Human D1 Dopamine Receptor: qHTS; D(1A) dopamine receptor (Homo sapiens), P21728; HEK293 T-REx D1 cells, calcium flux, agonist mode; hit rate 1% among 360,000; activation, % at 2 µM; also: 0% is about no effect
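Inducible HEK293 T-REx D1 cells, force-coupled to calcium signalling, were plated at 4000 cells/well with tetracycline and held overnight at 30 C. After no-wash calcium dye loading, compound-evoked calcium rise over 180 s flagged agonists.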
D1 potentiator: Potentiators of Human D1 Dopamine Receptor: qHTS. HEK293 TREx D1 cells, calcium flux, dopamine EC20 potentiation. potentiation, % at 10 µM. hit rate 0.036% among 360,000. AID 504651, 2011; in the data active = potentiation above about 30%; also: 0% is about no effect
TRHR agonist: qHTS for Small Molecule Agonists and Allosteric Enhancers of Human TRH Receptor: Primary Screen for Agonists. activation, % at 2 µM. hit rate 0.18% among 360,000. Thyrotropin-releasing hormone receptor (Homo sapiens), P34981. AID 493084, 2011. TRHR cells, calcium flux fluo-8, FDSS agonist mode; also: 0% is about no effect
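Agonist-mode FDSS calcium read (Ex 480/Em 530, 1 s cycles) in 1536-well TRHR cells with fluo-8 dye, after 10-cycle baseline and 23 nL compound addition; TRH at EC20 (10 nM final) added afterwards for the enhancer phase.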
D2 PAM: HTS Assay for Positive Allosteric Modulators of the Human D2 Dopamine Receptor: Primary Screen for Potentiators; D(2) dopamine receptor (Homo sapiens), P14416; HEK293 T-REx D2, calcium flux, EC20 dopamine potentiation; potentiation, % at 10 µM; hit rate 0.34% among 340,000; AID 485347, 2010;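 active = potentiation over 3 SD above the plate norm, cut at about 30% in these data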; also: 0% is about no effect
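Potentiation of an EC20 dopamine calcium response is measured in a force-coupled, tetracycline-inducible Hek293 Trex D2 line. Compound-only kinetic reads over 180 s flag agonists before dopamine addition.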
An asterisk follows results filed as active. Rule as the data show it, unless noted: active = activation above about 30%; inactive = the rest. This is a subset; count on the stated rates, not on these rows.

What do the screens show for `CCCCn1c(O)c(C(=O)/C=C/c2c[nH]c3ccccc23)c(=O)[nH]c1=O`?
D2 agonist: -0.4; RXFP1 antag: -16; TRHR PAM: 9; D1 antagonist: 1; D2 antagonist: 0; D1 ag: 1; D1 potentiator: -4; TRHR agonist: -0.1; D2 PAM: 9

How did CC(=O)C1C2c3ccccc3O[C@@]1(C)N=c1s/c(=C/c3ccoc3)c(=O)n12 (stereo partly specified) do in these assays?
D2 agonist: -1.7; RXFP1 antag: 5; TRHR PAM: 6; D1 antagonist: -14; D2 antagonist: -7; D1 ag: 3; D1 potentiator: -5; TRHR agonist: -0.4; D2 PAM: 20

Results for COc1ccccc1-n1c(CNCC2CCCO2)nc2ccccc2c1=O (stereo unspecified) ?
D2 agonist: 0.5; RXFP1 antag: 4; TRHR PAM: -4; D1 antagonist: -6; D2 antagonist: 4; D1 ag: 4; D1 potentiator: -7; TRHR agonist: 0.8; D2 PAM: -1

How did CC(C)(C#CC(=O)O)OOC(c1ccccc1)(c1ccccc1)c1ccccc1 do in these assays?
D2 agonist: 0.1; RXFP1 antag: 4; TRHR PAM: 8; D1 antagonist: -19; D2 antagonist: 0; D1 ag: 2; D1 potentiator: 2; TRHR agonist: -0.2; D2 PAM: 0

What do the screens show for `CN1CCCN(c2ccc([N+](=O)[O-])nc2)CC1`?
D2 agonist: 1.8; RXFP1 antag: -2; TRHR PAM: -1; D1 antagonist: 5; D2 antagonist: 0; D1 ag: 0; D1 potentiator: 0; TRHR agonist: 0.8; D2 PAM: -7

What do the screens show for `O=C(C1CCC(=O)N1C1CCCC1)N1CCC2(CC1)OCCO2` (stereo unspecified)?
D2 agonist: -0.3; RXFP1 antag: 2; TRHR PAM: 11; D1 antagonist: -19; D2 antagonist: 2; D1 ag: 4; D1 potentiator: -2; TRHR agonist: 0.5; D2 PAM: -3

What do the screens show for `COC(=O)C1=C(c2cccc(OCc3ccccc3)c2)C[C@@H]2CC[C@H]1N2C(=O)NCCOc1ccc(OC)cc1`?
D2 agonist: -0.3; TRHR PAM: 1; D1 antagonist: 16; D2 antagonist: -1; D1 ag: 4; D1 potentiator: 1; TRHR agonist: 0.7; D2 PAM: 15

Results for COC(=O)C1=C(c2ccc(OC)c(OC)c2)C[C@@H]2CC[C@H]1N2C(=O)NC(C)C ?
D2 agonist: -0.1; TRHR PAM: 5; D1 antagonist: -42*; D2 antagonist: -4; D1 ag: -2; D1 potentiator: 6; TRHR agonist: -0.2; D2 PAM: -1

How did O=c1[nH]c(=O)n(Cc2ccccc2)c(O)c1C=NCCCO do in these assays?
D2 agonist: 0.4; RXFP1 antag: -9; TRHR PAM: -1; D1 antagonist: -1; D2 antagonist: -3; D1 ag: 6; D1 potentiator: 5; TRHR agonist: 1.6; D2 PAM: 1

Results for COc1ccc(OC)c(N=Cc2c(O)n(Cc3ccccc3)c(=S)[nH]c2=O)c1 ?
D2 agonist: 19; RXFP1 antag: 0; TRHR PAM: -2; D1 antagonist: 12; D2 antagonist: -7; D1 ag: 27; D1 potentiator: -2; TRHR agonist: 24; D2 PAM: 4

How did CCCOc1ccc(N2C(=O)CC(N3CC=C(c4ccccc4)CC3)C2=O)cc1 (stereo unspecified) do in these assays?
D2 agonist: 5.0; RXFP1 antag: -20; TRHR PAM: -1; D2 antagonist: -3; D1 ag: 0; D1 potentiator: 3; TRHR agonist: 0.1; D2 PAM: -6

How did C=COCCn1c(C)c(C(C)=O)c2cc(O)ccc21 do in these assays?
D2 agonist: 0.0; RXFP1 antag: -11; TRHR PAM: 1; D1 antagonist: 8; D2 antagonist: 4; D1 ag: 13; D1 potentiator: -3; TRHR agonist: -0.4; D2 PAM: 0

What do the screens show for `CC(=O)N(C1=NCCCS1)c1ccc(Cl)cc1`?
RXFP1 antag: 1; TRHR PAM: 9; D1 antagonist: -26; D1 ag: 6; D1 potentiator: -6; TRHR agonist: -2.1

What do the screens show for `COc1cc2c(cc1OC)C13CCN4CC5=CCOC6CC(=O)N2C1C6C5CC43` (stereo unspecified) (tested in a mixture with another compound)?
D2 agonist: 0.2; RXFP1 antag: 15; TRHR PAM: 6; D1 antagonist: -1; D2 antagonist: -11; D1 ag: 1; D1 potentiator: -1; TRHR agonist: 0.3; D2 PAM: -3

Results for CC(=NCCCn1ccnc1)c1c(O)n(C2CCCCC2)c(=O)[nH]c1=O ?
D2 agonist: -0.8; RXFP1 antag: -1; TRHR PAM: -3; D1 antagonist: 0; D2 antagonist: 5; D1 ag: 1; D1 potentiator: -1; TRHR agonist: 0.5; D2 PAM: 2

Results for CC(C)N(Cc1ccco1)/N=C/c1c(O)n(Cc2ccccc2)c(=O)[nH]c1=O ?
D2 agonist: 0.2; RXFP1 antag: -13; TRHR PAM: 5; D1 antagonist: -2; D2 antagonist: 13; D1 ag: 0; D1 potentiator: -6; TRHR agonist: -1.1; D2 PAM: 2

Results for Cc1ncc(CN2CCCC(C(=O)c3cccc(OC(C)C)c3)C2)s1 (stereo unspecified) ?
D2 agonist: 0.4; RXFP1 antag: -6; TRHR PAM: -2; D1 antagonist: -4; D2 antagonist: -2; D1 ag: 4; D1 potentiator: -1; TRHR agonist: 0.1; D2 PAM: 2

Results for CCC(CC)N1CCN(C(=O)Cc2ccccc2)CC1 ?
D2 agonist: 0.6; RXFP1 antag: 7; TRHR PAM: 4; D1 antagonist: 12; D2 antagonist: 7; D1 ag: -2; D1 potentiator: -4; TRHR agonist: -0.3; D2 PAM: 3

What do the screens show for `C#C[C@@]1(O)CCC2C3CCC4=C/C(=N/OCC(=O)NC(C(=O)NC(CC(C)C)C(=O)O)C(C)C)CC[C@]4(C)C3CC[C@@]21C` (stereo partly specified)?
D2 agonist: 0.3; RXFP1 antag: -23; TRHR PAM: -3; D1 antagonist: -4; D2 antagonist: 4; D1 ag: 2; D1 potentiator: 3; TRHR agonist: 0.3; D2 PAM: -6

Results for Cn1c(O)c(C=NCCN2CCNCC2)c(=O)n(C)c1=O ?
D2 agonist: -0.1; RXFP1 antag: -6; TRHR PAM: 3; D1 antagonist: 7; D2 antagonist: 1; D1 ag: 1; D1 potentiator: -5; TRHR agonist: 0.6; D2 PAM: 11

How did Cc1cccnc1-n1c(CN2C(=O)c3ccccc3C2=O)nc2ccccc2c1=O do in these assays?
D2 agonist: -0.5; RXFP1 antag: -2; TRHR PAM: 2; D1 antagonist: 6; D2 antagonist: -1; D1 ag: 0; D1 potentiator: 2; TRHR agonist: 0.0; D2 PAM: -2

Results for CCCCCCn1c(O)c(/C=N/N2CCCCCC2)c(=O)[nH]c1=O ?
D2 agonist: 0.4; RXFP1 antag: -2; TRHR PAM: 0; D1 antagonist: 3; D2 antagonist: -3; D1 ag: 1; D1 potentiator: -2; TRHR agonist: 0.1; D2 PAM: 28

How did O=C(O)CCn1cc(C=C2C(=O)NC(=S)NC2=O)c(-c2ccccc2)n1 do in these assays?
D2 agonist: -0.2; RXFP1 antag: -7; TRHR PAM: 2; D1 antagonist: -3; D2 antagonist: -17; D1 ag: 7; D1 potentiator: 0; TRHR agonist: 0.5; D2 PAM: -6

Results for CCCCOP(=O)(CN1CCOCC1)OCCCC ?
D2 agonist: 0.3; RXFP1 antag: 6; TRHR PAM: 3; D1 antagonist: -11; D2 antagonist: -8; D1 ag: 1; D1 potentiator: -2; TRHR agonist: -2.2; D2 PAM: 2

How did CN1CCc2cc3c(cc2[C@H]1[C@@H]1OC(=O)c2c1ccc1c2OCO1)OCO3 do in these assays?
D2 agonist: 0.0; TRHR PAM: -5; D1 antagonist: -19; D2 antagonist: 3; D1 ag: -1; D1 potentiator: -5; TRHR agonist: -0.5; D2 PAM: -4

How did O=C(Cn1ncc2ccccc21)N1CCC2(CC1)OCCO2 do in these assays?
D2 agonist: 1.3; RXFP1 antag: -7; TRHR PAM: 1; D1 antagonist: -11; D2 antagonist: -18; D1 ag: 6; D1 potentiator: -5; TRHR agonist: 0.3; D2 PAM: 2

Results for CCN(CC)CCCC(C)N=C(c1ccccc1)c1c(O)n(C)c(=O)n(C)c1=O (stereo unspecified) ?
D2 agonist: 38*; RXFP1 antag: -7; TRHR PAM: -2; D1 antagonist: -2; D2 antagonist: 69*; D1 ag: 6; D1 potentiator: -3; TRHR agonist: 0.5; D2 PAM: -17

What do the screens show for `COc1ccc(C2N3CC(C)(C)CN23)cc1` (stereo unspecified)?
D2 agonist: 0.1; TRHR PAM: 0; D1 antagonist: 4; D2 antagonist: -20; D1 ag: 4; D1 potentiator: -2; TRHR agonist: -0.2; D2 PAM: 2

Results for COC(=O)C1=C(c2cccc(OCc3ccccc3)c2)C[C@@H]2CC[C@H]1N2C(=O)NCc1ccccc1 ?
D2 agonist: 0.4; TRHR PAM: -3; D1 antagonist: 4; D2 antagonist: -1; D1 ag: 3; D1 potentiator: 4; TRHR agonist: 0.4; D2 PAM: 1

How did CC(Cc1ccccc1)/[N+]([O-])=C\c1ccc(C(F)(F)F)cc1 (stereo unspecified) do in these assays?
D2 agonist: -1.1; TRHR PAM: 4; D1 antagonist: -8; D2 antagonist: 8; D1 ag: 1; D1 potentiator: 3; TRHR agonist: -0.5; D2 PAM: -35

How did Cc1cccc(NC(=O)C(C)N2CC=C(c3ccccc3)CC2)c1 (stereo unspecified) do in these assays?
D2 agonist: 0.4; RXFP1 antag: inconclusive; TRHR PAM: 1; D1 antagonist: 11; D2 antagonist: -21; D1 ag: 2; D1 potentiator: -3; TRHR agonist: -0.4; D2 PAM: -11

Results for Cc1ccsc1C(=O)C1CCCN(CCO)C1 (stereo unspecified) ?
D2 agonist: -2.6; RXFP1 antag: -4; TRHR PAM: 12; D1 antagonist: -5; D2 antagonist: -9; D1 ag: 4; D1 potentiator: -2; TRHR agonist: -0.2; D2 PAM: 12

Results for CCCCn1c(O)c(C(CC)=NCCN2CCOCC2)c(=O)[nH]c1=O ?
D2 agonist: -0.5; RXFP1 antag: 20; TRHR PAM: 10; D1 antagonist: 24; D2 antagonist: 7; D1 ag: -1; D1 potentiator: 8; TRHR agonist: -0.2; D2 PAM: -1
